# HCV inh – inhibitors of hepatitis C virus infection. Huh7.5.1 HCVcc-Cre infection, luciferase reporter, 44 h. Potency, µM (doses to about 41.8 µM), for inactives: at the top dose activity change, negative = inhibition, usual class: inhibitors. hit rate 3.4% among 340,000; further: potency means the concentration at half of the fitted maximal effect
#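 HCVcc-Cre virus at an moi near 0.5 was added right after compound to cells cultured 4 h from seeding (1,000 cells/well). Luciferase activity was determined 44 h later, 15 min after substrate addition at RT.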
# AmpC inh detg – AmpC beta-lactamase inhibition with detergent present; P00811; AmpC hydrolysis of nitrocefin, absorbance 480 nm, 0.01% Triton; Potency, µM (series often up to 114 µM), for inactives: top-dose activity change, negative = inhibition, hits mostly inhibitors; hit rate 0.041% among 370,000;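 further: potency means the concentration at half of the fitted maximal effect; 0% = no-compound wells and -100% = no-enzyme wells; nearly all actives have a fitted effect of over 25% in size; some results filed as inactive show a strong effect at the top dose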
# Target sequence (P00811 whole entry, looked up): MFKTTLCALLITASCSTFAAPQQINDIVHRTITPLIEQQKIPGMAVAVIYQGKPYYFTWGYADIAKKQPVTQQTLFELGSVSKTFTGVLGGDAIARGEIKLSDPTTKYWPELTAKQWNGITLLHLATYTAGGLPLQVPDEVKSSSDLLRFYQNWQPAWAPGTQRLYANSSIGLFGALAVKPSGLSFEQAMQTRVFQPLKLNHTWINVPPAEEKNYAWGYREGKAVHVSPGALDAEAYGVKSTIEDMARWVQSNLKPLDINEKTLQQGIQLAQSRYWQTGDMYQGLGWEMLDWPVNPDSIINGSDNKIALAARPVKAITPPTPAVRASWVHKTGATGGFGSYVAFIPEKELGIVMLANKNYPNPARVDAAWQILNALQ
#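 AmpC (5.3 nM in the dispensed reagent) in 20 mM phosphate pH 7.0 with 0.01% (detergent screen) or 0.0001% Triton X-100 was preincubated with compounds for 15 min at room temperature. Nitrocefin was then added from an 800 uM solution, and hydrolysis was followed at 480 nm.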
# AmpC inh no detg – inhibitors of E. coli AmpC beta-lactamase without detergent. P00811. AmpC nitrocefin hydrolysis, absorbance 480 nm, 0.0001% Triton. Potency, µM (titrated, usually from 57.1 µM), inactives show at the highest dose activity change, negative = inhibition, usual class: inhibitors. hit rate 0.52% among 330,000. AID 485341;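 further: potency means the concentration at half of the fitted maximal effect; plate controls were no compound for no effect and no enzyme for full effect; nearly all actives have a fitted effect of over 20% in size; some results filed as inactive show a strong effect at the top dose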
#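 20 mM phosphate pH 7.0 + 0.01% (detergent screen) or 0.0001% Triton X-100; 5.3 nM AmpC reagent; cpd preinc 15 min RT; nitrocefin (800 uM stock) to start; A480 q20 s × 4 min; Activity was normalised to no-enzyme and no-compound control wells.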
# Sm TGR inh – blocks Schistosoma mansoni thioredoxin glutathione reductase | hit rate 3% among 360,000 | Potency, µM (highest dose often 114 µM), for inactives: top-dose activity change, negative = inhibition, actives largely listed as inhibitors | purified TGR, DTNB reduction, TNB absorbance 405 nm | Q962Y6; further: potency means the concentration at half of the fitted maximal effect; nearly all actives have a fitted effect of over 60% in size
#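 TGR 20 nM + NADPH 100 uM (dispensed conc.), cpd preinc 15 min RT; start with NADPH (500 uM addition) then DTNB (15 mM addition). Kinetic TNB absorbance, 405 nm filter. Four-parameter Hill fit across titration.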
# HCMV antiviral – blocks human cytomegalovirus replication; HFF cells, HCMV-luciferase reporter, 72 h; hits give low values; AID 1259415; activity change, negative = inhibition, % at 57.5 µM; hit rate 4.5% among 410,000; in the data active means activity change below about -60%; inconclusive means no clear call, values can overlap the other calls; inactive means above about -39%
#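 Two compound doses tested in HFFs infected with HCMV-luciferase, MOI 1 PFU/cell, 72 h at 37C. Lysate luminescence read with OneGlo; data normalized against buffer-only and 10uM Salinomycin inhibitor controls.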
# FBPA Giardia inh – blocks Giardia fructose-bisphosphate aldolase activity. A8B2U2. purified Giardia FBPA. Potency, µM (titrated, usually from 59.6 µM), inactives show at the top dose activity, negative = inhibition, actives largely listed as inhibitors. hit rate 0.71% among 290,000. AID 2451; further: potency means the concentration at half of the fitted maximal effect; nearly all actives have a fitted effect of over 55% in size
# Target sequence (A8B2U2 whole entry, looked up): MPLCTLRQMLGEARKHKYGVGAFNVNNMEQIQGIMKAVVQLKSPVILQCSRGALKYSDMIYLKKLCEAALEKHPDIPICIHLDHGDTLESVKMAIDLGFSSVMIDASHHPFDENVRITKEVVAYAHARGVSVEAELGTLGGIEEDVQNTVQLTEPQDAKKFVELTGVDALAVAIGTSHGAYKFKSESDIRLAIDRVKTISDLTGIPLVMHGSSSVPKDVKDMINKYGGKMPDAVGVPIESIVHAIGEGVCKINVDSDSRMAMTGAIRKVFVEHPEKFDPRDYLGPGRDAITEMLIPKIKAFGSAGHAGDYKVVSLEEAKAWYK
#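 Giardia FBPA (40 nM reagent) was preincubated 10 min at RT with compound (up to 57.5 uM final), then substrate plus GAPDH/TPI/NAD/arsenate coupling system with diaphorase/resazurin was added; resorufin fluorescence (525/598 nm) was read after 20 min.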
# Starred values were filed as active, the others as inactive; ? = inconclusive; · = no result given; [ ] = dose if it differs, or a comment. Unless noted, the call rests on the fitted dose curve; in most records, active means well fitted curve in the direction sought with a large enough effect; inconclusive means small, poorly fitted or top-dose-only effect, or another doubt; inactive means no such curve, though single readings can be large; an effect the other way counts as inactive or inconclusive. Unless noted, on the % scale 0 is the no-effect control and ±100 the full control effect.
SMILES,HCV inh,AmpC inh detg,AmpC inh no detg,Sm TGR inh,HCMV antiviral,FBPA Giardia inh
CCN(CC(=O)Nc1ccc(NC(C)=O)cc1)C(=O)CCN1C(=O)c2cccc([N+](=O)[O-])c2C1=O,-1%,-7%,-9%,-24%,-4,·
C=CCNC(=S)Nc1sc2c(c1C#N)CCCC2,-12%,4%,-30%,-30%,7,?
CCOc1ccc(N2CC(c3nc4ccccc4n3CCOc3ccccc3)CC2=O)cc1 (stereo unspecified),·,10%,·,-8%,8,·
CCCCc1ccc(NC(=O)CSc2nc3ncccc3[nH]2)cc1,?,-11%,-5%,-1%,-15,4%
CC(C)N=C(NS(=O)(=O)c1cccs1)c1ccccc1,19%,0%,-9%,-21%,-31,·
CCn1cc(C(=O)N2CCN(c3cccc(Cl)c3)CC2)c(=O)c2cc(S(=O)(=O)N3CCOCC3)ccc21,·,-4%,·,0%,13,·
C#CCNC(=O)C1=C[C@H](c2ccc3c(c2)OCO3)C[C@H](OCc2ccc(CO)cc2)O1,-3%,7%,4%,?,-2,-11%
Cc1cc(C)nc(/N=C(/NC(=O)Nc2ccc(Cl)c(Cl)c2)Nc2cccc(Cl)c2)n1,-18%,-3%,-16%,6%,-22,7%
CCC(Sc1nc2n[nH]c(C)c2c(=N)n1-c1ccc(C)c(Cl)c1)C(=O)N1CCOCC1 (stereo unspecified),?,2%,0%,-1%,·,10%
S=C(NCC1(c2ccccc2)CCCC1)Nc1ccccc1,10µM*,-2%,-35%,-7%,-97*,6%
COc1ccccc1C(=O)NC(=O)COC(=O)c1ccc(C)o1,-2%[8.37 µM],-13%,?,-3%,-37,·
CC(=O)Nc1ccc(N2CCN(c3ccc(C(F)(F)F)cn3)CC2)nc1,?,0%,-4%,29%,-33,-18%
COCCCn1c(SCC(=O)NCc2ccccc2)nc2ccccc2c1=O,-5%,?,18%,5%,0,4%
Cc1cc(C)nc(SCc2cn3ccccc3n2)n1,10%,1%,-2%,-7%,-60*,-15%
Cc1sc(NC(=O)Cn2c(=O)oc3ccccc32)nc1-c1ccc(Cl)cc1,?,-9%,-46%,-4%,-61*,2%
O=C(NCc1cccnc1)C(Cl)(Cl)Cl,8%,-10%,-11%,-1%,2,6%
COc1ccccc1C(=O)NC(CCSC)C(=O)OC(C)C(=O)NC1CC1 (stereo unspecified),?,-22%,-2%,1%,-1,·
COc1cc(NC(=O)Cc2ccccc2)ccc1NC(=O)c1ccco1,?,?,-35%,-5%,-9,-4%
CCOC(=O)CSC(=S)NC(=O)c1ccc(OC)cc1,20%,-14%,-13%,8.9µM*,-87*,?
COC(=O)C1=C(c2ccc(C(C)=O)cc2)C[C@@H]2CC[C@H]1N2C(=O)NCCCOC(C)C,?,1%,6%,?,?,·
COc1ccc(-c2cc(Cl)cc3c(=O)c4ccccc4n(C)c23)cc1F,-9%,-11%,-9%,-19%,?,2%
CCOP(=O)(OCC)c1nc(-c2ccccc2)oc1N1CCCCC1,-22%,-2%,134%[activator],-9%,26,-1%
O=C(CN1C(=O)NC2(CCCCCCC2)C1=O)Nc1ccc(Cl)cc1,?,2%,-10%,5%,1,·
COCC(=O)Nc1c(C(=O)Nc2ccc3c(c2)OCCO3)oc2ccccc12,?,-4%,16%,1%,56,-17%
Clc1cc(Br)ccc1OCCCNCc1ccccc1,?,?,14%,-11%,-32,-18%
O=C(Cc1cccs1)Nc1ccccc1,-2%,-10%,-21%,6%,38,-5%
Nc1nc(CSc2nc3ccccc3[nH]2)nc(N2CCOCC2)n1,20%,-13%,-18%,3%,-9,0%
COc1cc(C(=O)Nc2ccc(C(=O)O)cc2)ccc1OC(C)=O,9%,1%,-17%,-1%,?,-3%
O=C(Nc1cccc(F)c1)Nc1ccc2c(c1)CCC2,-1%,5%,-20%,7%,18,·
COC(=O)COc1ccc(S(=O)(=O)Nc2ccc(NC(C)=O)cc2)cc1C,3%,-1%,-21%,-3%,-4,10%
C/C(=N/NC(N)=S)c1ccc(Br)s1,?,0%,-46%,-13%,?,-22%
Cc1nn(CC(=O)N2CCN(c3ccccc3)CC2)c(=O)c2cc3sccc3n12,·,20%,·,5%,5,·
COc1ccc(-c2cc3ccccc3oc2=O)cc1NC(=O)c1cccnc1,-10%,0%,149%[activator],8%,46,4%
O=C(NCCN1CCN(Cc2ccccc2)CC1)Nc1cc(Cl)cc(Cl)c1,?,4%,68%[activator],0%,-32,4%
COC(CNC(=O)C1CCCCC1C(=O)O)OC (stereo unspecified),24%,-5%,-9%,3%,26,6%
Cc1cc(-n2c(C)cc(C(=O)COc3ccccc3[N+](=O)[O-])c2C)no1,-27%,7%,-24%,1%,13,-7%
COc1ccc(NC(=O)N(C)C[C@H]2Oc3ccc(NC(=O)CCN4CCOCC4)cc3C(=O)N([C@@H](C)CO)C[C@H]2C)cc1,9%,·,96%[activator],·,-26,·
CCn1c(=O)c2cc(C(=O)N(C)c3ccc(OC)cc3OC)sc2c2ccccc21,?,6%,137%[activator],12%,?,-5%
Cc1cccc(NC(=O)C2CCCN(S(=O)(=O)c3ccc4c(c3)CCCC(=O)N4)C2)c1 (stereo unspecified),·,19%,·,5%,12,·
O=C(NCCc1ccc(Cl)cc1)C(=O)NCC(c1cccs1)S(=O)(=O)c1cccs1 (stereo unspecified),·,4%,·,25µM*,-2,·
O=C(NCCN1CCOCC1)c1ccc(Cl)nc1,-1%,-4%,-14%,14%,-16,0%
COc1ccc2cc(C(=O)C3CCCN(C(=O)Cc4c(C)noc4C)C3)ccc2c1 (stereo unspecified),-26%,7%,162%[activator],8%,-21,-5%
CCOC(=O)c1ccc(NC(=O)c2nc[nH]c2C(=O)N[C@H](C)c2ccccc2)cc1,12%,-3%,67%[activator],14%,-6,-20%
CCCCN(CC)S(=O)(=O)c1c(C)[nH]c(=O)[nH]c1=O,9%,-10%,-2%[11.4 µM],-2%,-4,4%
O=c1c2ccccc2ncn1CCCCOc1ccc(Br)cc1,-12%,-1%,-1%,·,28,2%
Cc1cc(=O)n(CC(C)C)c(O)c1C#N,-13%,?,-32%,?,-9,?
COc1ccc(NC(=O)c2ccc(=O)[nH]c2)cc1S(=O)(=O)N1CCCCC1,4%,-4%,-33%,-2%,21,1%
CC(=O)Nc1nc(=O)c2ccccc2s1,7%,-12%,-17%,-5%,1,1%
COc1ccc(C(=O)Nc2cccc(S(=O)(=O)N3CCCC3)c2)cc1S(=O)(=O)N1CCOCC1,?,·,115%[activator],·,10,·
COc1ccccc1CNC(=O)c1ccc(N2Cc3cccc(OC)c3Oc3ncccc32)s1,·,-5%,·,5%,6,·
O=[N+]([O-])c1ncccc1Oc1nc(-c2cccnc2)nc2ccccc12,?,-15%,-12%,4%,?,?
CN(Cc1ccccc1)S(=O)(=O)CCNC(=O)c1ccc2c(c1)OCO2,8%,0%,-7%,-4%,-7,·
Cc1ccc2c(c1)C(=O)C(=O)N2CC(=O)Nc1ccccc1NC(=O)c1ccccn1,-9%,-9%,-13%,0%,10,-14%
CCCCCn1c(=S)[nH]c2cc(C(=O)N3CCN(C(=O)OCC)CC3)ccc2c1=O,-19%,-7%,-15%,9%,-24,-8%
COc1ccc(CSc2nc(CSC)cc(N3CCOCC3)n2)cc1,-19%,-1%,41%,19%,42,-7%
Cn1c(SCc2nn[nH]n2)nc2c1c(=O)n(Cc1ccccc1Cl)c(=O)n2C,4%,0%,-12%,2%,-9,-22%
COc1ccc(CNC(=O)CCCn2nc([N+](=O)[O-])cc2C)cc1,20%,7%,-12%,4%,-19,1%
Brc1ccc(-c2csc(N/N=C/c3cccnc3)n2)cc1,?,-15%,-27%[11.4 µM],-9%,-11,-2%
COc1cccc(Oc2nnnn2-c2ccccc2)c1,-2%,3%,-10%,0%,101,-1%
COCCn1c(COc2ccc(Cl)cc2)nnc1SCC(N)=O,10%,-4%,-3%,3%,-6,-8%

# Not a retest: 6 of the compounds above.
SMILES,HCV inh,AmpC inh detg,AmpC inh no detg,Sm TGR inh,HCMV antiviral,FBPA Giardia inh
Cc1cc(=O)n(CC(C)C)c(O)c1C#N,-13%,?,-32%,?,-9,?
COc1ccc(NC(=O)c2ccc(=O)[nH]c2)cc1S(=O)(=O)N1CCCCC1,4%,-4%,-33%,-2%,21,1%
CC(=O)Nc1nc(=O)c2ccccc2s1,7%,-12%,-17%,-5%,1,1%
COc1ccc(C(=O)Nc2cccc(S(=O)(=O)N3CCCC3)c2)cc1S(=O)(=O)N1CCOCC1,?,·,115%[activator],·,10,·
COc1ccccc1CNC(=O)c1ccc(N2Cc3cccc(OC)c3Oc3ncccc32)s1,·,-5%,·,5%,6,·
O=[N+]([O-])c1ncccc1Oc1nc(-c2cccnc2)nc2ccccc12,?,-15%,-12%,4%,?,?

# Further results
SMILES,HCV inh,AmpC inh detg,AmpC inh no detg,Sm TGR inh,HCMV antiviral,FBPA Giardia inh
CC1C(OC(=O)CCC(=O)NC(C)(C)CO)O[C@H]2OC3(C)CC[C@H]4[C@H](C)CCC1C24OO3 (stereo partly specified),?,?,122%[activator],6%,-9,8%
COc1ccc(CC(=O)NC2CC2)cc1OC,24%,2%,-14%,7%,·,-1%
Cc1cc(=O)c(C(=O)O)cn1-c1ccc(C(C)C)cc1,9%,3%,-10%,8%,-6,-10%
Cc1ccc(NC(=O)c2oc3ccccc3c2NC(=O)C2CC2)cc1,-2%,0%,-34%,-3%,?,·
Cc1ccc(-n2nc(C)c(C(=O)Nc3cccc(C(=O)NC4CC4)c3)n2)c(C)c1,11µM*,-5%,30%,-2%,?,·
Cc1ccc(/C=N/NC(=O)c2nnn(-c3nonc3N)c2CNc2ccccc2)cc1,?,2%,-56%,-9%,-40,·
CCCCC1C(=O)CC[C@H]2[C@@H]1CC(=O)[C@@H]2C/C=C\CCCC(=O)O (stereo partly specified),4%[8.37 µM],-12%,-30%,-14%,·,11%
Cn1c(SCC(=O)Nc2cccc(F)c2)nnc1-c1cc2ccccc2o1,-9%,-3%,-15%,7%,9,7%
COc1ccccc1C(c1c(O)cc(C)n(Cc2ccco2)c1=O)N1CCCCC1 (stereo unspecified),·,-4%,·,7.1µM*,-2,·
CC(C)(C)OC(=O)N1CCC(c2c(C(=O)N3CCN(c4ccccc4)CC3)cnn2-c2ccccc2)CC1,·,11%,·,2%,?,·
Oc1ccc(F)cc1-c1cc(-c2ccc3c(c2)OCCO3)n[nH]1,?,-2%,-38%,11%,55,-4%
NC(=O)Nc1ccc(C(=O)OCC(=O)Nc2cccc(S(=O)(=O)NC3=NCCCCC3)c2)cc1,0%,3%,-36%,-8%,-11,10%
COC(=O)c1cnc(SC)nc1C,18%,1%,-2%,7%,-21,9%
COc1ccc(Cl)cc1NC(=O)COC(=O)C1=NNC(=O)CC1,?,·,-15%,·,-67*,·
O=C(Cn1nnc(-c2ccccc2)n1)N=Nc1c(O)[nH]c2ccccc12,6%,1%,-19%,0%,9,3%

# Two compounds from above with just AmpC inh detg, AmpC inh no detg and HCMV antiviral:
mol,AmpC inh detg,AmpC inh no detg,HCMV antiviral
Oc1ccc(F)cc1-c1cc(-c2ccc3c(c2)OCCO3)n[nH]1,-2%,-38%,55
NC(=O)Nc1ccc(C(=O)OCC(=O)Nc2cccc(S(=O)(=O)NC3=NCCCCC3)c2)cc1,3%,-36%,-11
